# Screening results: PubChem BioAssay, several laboratories
# Yfh1-depleted yeast: enhancers of respiration in Yfh1-depleted yeast, dose response, Friedreich's ataxia, plus single-dose screen (AID 1465) | S. cerevisiae Yfh1-off respiration, WST-1 reduction, 72 h; higher fold induction means a stronger effect | fold induction at 50 µM; hits with a dose series show EC50 in µM | 220,000 compounds, 0.074% hits;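 active = fold induction of absorbance versus untreated yeast above a set limit, then at least 30% activation at any dose in follow-up; inconclusive = repeats straddling the limit, or above it without dose testing; inactive = fold induction below the set limit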;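 also: activators that raise dye reduction in frataxin-depleted yeast; strong numbers were not always called active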
# Dengue-2 NS5 capping: Dengue-2 NS5 methyltransferase inhibitors, primary screen, biochemical, confirmation dose response (AID 588689); one-dose inhibition, % at 25 µM; IC50 in µM for titrated hits; 340,000 compounds, 0.3% hits; Genome polyprotein (Dengue virus type 2 (strain 16681-PDK53)); Dengue-2 NS5 methyltransferase capping enzyme assay, biochemical; higher % means a stronger effect; in the data active = a potency from the dose series; inconclusive = inhibition above about 29% without an active follow-up result
# XIAP antagonists: XIAP antagonists, biochemical, IAP family, fluorescence polarization (AID 1018); 200,000 compounds, 0.007% hits; E3 ubiquitin-protein ligase XIAP (Homo sapiens); XIAP BIR domain, fluorescence polarization peptide displacement; higher % means a stronger effect; displacement, % at 20 µM, or IC50 in µM where a hit was titrated; in the data active = displacement above about 50%; also: a part of the inactive calls stands beside numbers as strong as those of hits
# West Nile antiviral: West Nile virus antiviral activity, cell-based, CPE readout (AID 1621); 290,000 compounds, 0.02% hits; West Nile virus-infected cells, CPE inhibition; higher % means a stronger effect; one-dose CPE inhibition, % at 10 µM; IC50 in µM for titrated hits; in the data active = a potency from the dose series; inconclusive = CPE inhibition mostly from about 3.7% at the one dose, without a potency; inactive = the rest, 99 in 100 with CPE inhibition below about 2.2%; also: strong numbers were not always called active
# RSV CPE inhibition: RSV antiviral activity via CPE protection, HEp-2 cells, primary 10 µM value included (AID 2391); HEp-2 cells, RSV-induced CPE inhibition; higher % means a stronger effect; CPE inhibition, % at 10 µM; hits with a dose series show IC50 in µM; 310,000 compounds, 0.13% hits; in the data active = a potency from the dose series; inconclusive = CPE inhibition mostly from about 23% at the one dose, without a potency; inactive = the rest, 99 in 100 with CPE inhibition below about 21%; also: strong numbers were not always called active
# Large T inhibition: SV40 large T antigen inhibitors, biochemical (AID 1903); 310,000 compounds, 0.39% hits; SV40 large T antigen ATPase/helicase inhibition assay; higher % means a stronger effect; one-dose inhibition, % at 20 µM; IC50 in µM for titrated hits; in the data active = a potency from the dose series; inconclusive = inhibition mostly from about 32% at the one dose, without a potency; inactive = the rest, 99 in 100 with inhibition below about 32%; also: strong numbers were not always called active
# K1F lysis inhibition: inhibition of K1F phage lysis, E. coli UTI89, bacterial capsule biogenesis inhibitors, alamar blue (AID 488966); one-dose inhibition, % at 100 µM; IC50 in µM for titrated hits; E. coli UTI89 K1F phage lysis, alamar blue, 2 h; higher % means a stronger effect; 340,000 compounds, 0.02% hits;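 active = phage lysis inhibition, versus mean bacterial control, above a set limit; inconclusive = no clear call, values can overlap the other calls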;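 also: capsule biogenesis inhibitors block K1F phage lysis so surviving cells raise fluorescence; higher fluorescence means more inhibition of phage lysis; actives were called in the ten point dose series up to 300 µM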
# WT yeast gro inh: growth inhibition of WT strain, primary screen, mitochondrial fusion inhibitor project, WT and mutant strains, chemical genetic. mitochondrial fusion phenotypic screen. inhibition, % at 10 µM. 190,000 compounds, 2.1% hits. AID 1362, 2008; in the data active = inhibition above about 58%; tested in S. cerevisiae
# CSM14.1 death rescue: rescue of cells from ER stress-induced death, primary screen, 384-well, CSM14.1, thapsigargin, ATP luminescence (AID 1222). one-dose cellular ATP content (survival), % at 20 µM; EC50 in µM for titrated hits. CSM14.1 thapsigargin-induced death rescue, ATP luminescence; higher % means a stronger effect. 190,000 tested, under 10 active;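 active = EC50 below 50 µM in the dose-response confirmation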;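 also: death triggered by thapsigargin at about 15 µM added after 2 h compound pretreatment; cell ATP read after overnight thapsigargin exposure of roughly 18 to 22 hours; normalized against plate controls of thapsigargin alone and 5% DMSO vehicle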
# WT yeast gro inh mutant strain: further read-out of WT yeast gro inh, marked with its call; inhibition, %; mitochondrial fusion phenotypic screen, mutant strain inhibition
# Dengue-2 NS5 capping pilot replicate: further read-out of Dengue-2 NS5 capping, marked with its call; inhibition, %; measured here: pilot screen replicate inhibition
# * = called active by the depositor; i = inactive; ? = inconclusive; / = not tested or not shown; [ ] = remark or other dose.
SMILES,Yfh1-depleted yeast,Dengue-2 NS5 capping,XIAP antagonists,West Nile antiviral,RSV CPE inhibition,Large T inhibition,K1F lysis inhibition,WT yeast gro inh,WT yeast gro inh mutant strain,CSM14.1 death rescue,others
O=c1oc(/C=C/c2ccccc2)nc2ccccc12,i,-17%,-9.9%,-0.1%,/,12%,-0.6%,12,7,-3.4%,
Cc1ccc(C(=O)N2CCC(n3nccc3NC(=O)C3CCOC3)CC2)cc1 (stereo not drawn),/,1%,/,0.1%,1.5%,0%,0.2%,/,/,/,
O=C(Cc1ccccc1)NCC(=O)OCc1ccccc1F,/,-1%,/,0.9%,1.9%,26%,-0.2%[50 µM],/,/,/,
Cc1ccc(NC2=NCC(=O)N2c2ccc3c(c2)OCCO3)c(C)c1,i,-6%,-12%,-0.1%,0.9%,5%,-3.9%,-15,-7,0.1%,
COc1cc(SC)ccc1C(=O)Nc1ccccc1C#N,i,1%,-0.7%,-0.3%,1.7%,3%,0.7%,2,16,-1.6%,
O=C(Cc1ccccn1)c1ccc(F)cc1,/,2%,/,/,0.2%,8%,1.0%,/,/,/,
COC(=O)c1ccc(N2CCOCC2)c(NC(=O)Nc2cccc(OC)c2)c1,i,-3%,-3.6%,-0.1%,0.3%,6%,-0.3%,16,7,/,
CCCCOc1ccccc1NC(=O)CC1SC(=NCC)N(CC)C1=O (stereo not drawn),i,2%,-2.7%,-0.6%,1.4%,-2%,0.4%,11,1,-2.8%,
COC(=O)CSc1nc(NC(C)(C)C)nc(N(C)C)n1,i,-1%,-7.4%,0.4%,3.0%,5%,0.1%,3,-18,-1.7%,
O=C(CN1C(=O)CCS(=O)(=O)c2ccccc21)Nc1ccccc1F,/,-9%,/,-0.2%,0.6%,12%,0.3%,/,/,/,
Cc1cc(/C=C2\SC(=S)N(Cc3ccco3)C2=O)c(C)n1-c1cccnc1,/,-47%,-5.6%,/,/,12%,0.0%,-17,-4,-1.2%,
COC(=O)N/N=C\c1ccccc1OC/C=C/c1ccccc1,/,-1%,/,-0.7%,2.0%,17%,-0.2%,/,/,/,
O=C(COc1cccc2cccnc12)NNC(=S)Nc1ccccc1,i,/,0.5%,-0.2%,3.0%,8%,/,-9,16,-0.1%,
O=Cc1cnc(N2CCN(c3ccccc3)CC2)s1,i,-9%,-5.1%,-0.3%,-0.7%,-2%,0.1%,1,-9,1.1%,
O=C(COC(=O)/C=C/c1ccccc1[N+](=O)[O-])Nc1ccc(OC(F)F)cc1,i,-4%,-11%,0.6%,2.1%,6%,5.7%,-9,-2,-2.1%,
CC1CC(C)CN(C(=O)Cc2c(C(=O)O)[nH]c3ccc(Cl)cc23)C1 (stereo not drawn),i,2%,-7.8%,1.2%,1.3%,22%,2.8%,-4,-4,-0.4%,
N#CCSc1nnc(CNc2ccc(F)cc2)o1,i,-5%,-7.2%,-1.0%,0.0%,32%,0.9%,-13,-2,-2.8%,
O=C(c1n[nH]c(=O)c2ccccc12)N1CCN(c2ccccc2Cl)CC1,i,-9%,-3.9%,-1.4%,1.3%,4%,-0.6%,-9,-6,1.8%,
Cc1ccc(C)c(N(C(=O)CNC(=O)c2ccco2)C(C(=O)NC2CCCC2)c2ccncc2)c1 (stereo not drawn),/,-5%,/,-0.4%,-0.5%,-3%,0.5%,/,/,/,
CNC(=O)C(=O)Nc1ccc(C)cc1C,i,-2%,-16%,0.2%,0.1%,7%,0.1%,6,6,0.2%,
Cc1cc(NNC(=O)c2cccc(C(F)(F)F)c2)nc2c1c(C)nn2C,i,-5%,/,-1.2%,0.6%,12%,0.8%,/,/,/,
CC(C)N(C(=O)CSc1nnc(Cc2csc(Nc3ccccc3)n2)o1)C(C)C,i,-4%,-5.7%,-0.6%,13%,12%,0.1%,30,-4,-0.6%,
CCOc1ccccc1/C=N/NC(=O)c1nnn(-c2nonc2N)c1CN1CCCC1,/,2%,/,0.0%,0.2%,5%,6.7%,/,/,/,
Cc1cccc(NS(=O)(=O)c2ccc(OCC(=O)N3CCCC3)cc2)c1,/,-3%,/,-1.0%,0.9%,10%,2.4%[50 µM],/,/,/,
CCOC(=O)CC(=O)CSc1ncnc2c1nnn2-c1ccccc1,/,-8%,/,-0.1%,1.3%,9%,0.2%,/,/,/,
Cc1ccsc1-c1nc(CN2CCCC2c2ccc(F)cc2)c(C)o1 (stereo not drawn),i,-13%,-1.9%,-0.8%,3.6%,5%,0.4%,16,-7,-1.3%,
Cc1cnc(C(=O)OCC(=O)N2c3ccccc3CC2C)cn1 (stereo not drawn),i,0%,-6.7%,1.1%,0.7%,-5%,0.8%,-4,-5,5.5%,
Cc1ccc(C(=O)NCCNc2ncc(C(F)(F)F)cc2Cl)cc1[N+](=O)[O-],/,-6%,/,-1.2%,2.9%,5%,-0.2%,/,/,/,
Cc1ccc(NC(=O)COC(=O)CCc2nc3ccccc3c(=O)[nH]2)c(Br)c1,i,-9%,-7.6%,-0.9%,1.9%,6%,-0.3%,22,12,-1.0%,
O=C(O)CCNC(=O)/C(=C/c1ccco1)NC(=O)c1ccco1,/,5%,/,-0.1%,1.0%,4%,0.3%,/,/,/,
S=C1NCCOCCNC(=S)NCCOCCOCCOCCN1,i,-6%,-2.4%,0.7%,1.2%,13%,4.2%,-19,-7,0.0%,
COc1ccccc1C(=O)Nc1ccc(S(=O)(=O)Nc2cnc3ccccc3n2)cc1,/,-7%,/,-0.2%,3.0%,3%,0.1%,/,/,/,
COc1ccc(CN2C(=O)c3ccccc3C2=O)cc1C(=O)OC(C)C(=O)NC(N)=O (stereo not drawn),i,2%,-4.4%,0.4%,-0.5%,6%,0.4%,-14,-4,6.6%,
COc1ccccc1-c1nnc(SCC(=O)Nc2ccc(N3CCOCC3)cc2)n1C,/,-8%,/,/,1.0%,23%,1.0%[50 µM],/,/,/,
COC(=O)c1[nH]c2cc(OC)ccc2c1NC(=O)CCN1CCN(c2cccc(C)c2C)CC1,i,-4%,-2.9%,0.2%,16%,30%,0.1%,36,26,-1.6%,
COc1ccc(/C=N\NC(=O)c2cc(O)c(O)c(O)c2)cc1COc1ccc(C(=O)OCC(C)C)cc1,/,-2%,/,0.9%,-1.9%,9%,0.4%,/,/,/,
Cc1ccc(-c2nnc(SCC(=O)NC3CC3)o2)cc1,/,-3%,/,0.4%,1.1%,9%,0.1%,/,/,/,
Cc1ccc(C(=O)C2(C)C3c4cc(Br)ccc4OC(=O)C32C(=O)c2ccco2)cc1 (stereo not drawn),i,0%,-1.6%,0.8%,-1.8%,1%,0.4%,-4,-2,-0.6%,
O=C(NCc1ccccc1Cl)/C(=C\c1cccnc1)NC(=O)c1ccccc1,/,-2%,/,-0.8%,1.5%,2%,-0.2%,/,/,/,
CCOC(=O)C1(Cc2ccccc2)CCCN(Cc2cnn(CC)c2)C1 (stereo not drawn),i,-5%,-0.6%,-0.5%,-0.3%,2%,0.3%,8,5,0.3%,
C=COCCNC(=S)Nc1cccc(Cl)c1,i,-7%,16%,-1.0%,-0.2%,5%,-0.8%,-7,-33,0.2%,
COc1cc(C(=S)N2CCCCC2)ccc1OCC(=O)Nc1ccccc1Cl,i,9%,-0.5%,0.4%,3.8%,10%,-0.7%,11,17,1.0%,
O=S(=O)(NCC1CCCO1)c1cc(Cl)ccc1Br (stereo not drawn),i,-1%,-1.6%,-0.3%,0.4%,-1%,0.1%,10,10,-0.9%,
CCCCCCn1c(O)c(/C=C2\C=NN=C2c2ccccc2)sc1=S,i,0%,-6.4%,2.1%,?,14%,2.1%[50 µM],-17,-4,i,
O=C(NCc1ccco1)c1cc(=O)c2ccccc2o1,i,0%,-9.9%,-1.0%,0.6%,7%,-1.2%,2,-19,-1.8%,
Cc1ccc(Cl)cc1NC(=O)C1C2CCC(O2)C1C(=O)O (stereo not drawn),/,0%,/,-0.5%,1.7%,9%,-0.1%,/,/,/,Dengue-2 NS5 capping pilot replicate=-1.2
C=CCNC(=S)Nc1cc(Cl)ccc1OC,i,-7%,-3.2%,0.1%,1.6%,6%,-0.3%,-7,2,-3.0%,
CCOc1ccc2c(c1)C(C)=CC(C)(C)N2S(=O)(=O)c1ccc(NC(C)=O)cc1,/,-5%,/,-1.9%,3.1%,2%,0.7%,/,/,/,
Cc1nc(SCC(=O)O)c2oc3ccccc3c2n1,i,-2%,-3.1%,-0.5%,0.3%,3%,-0.1%,-2,9,1.8%,
COc1ccc(-c2csc(NC(=O)CSCc3c(C)noc3C)n2)c(OC)c1,/,2%,/,/,?,3%,0.5%[50 µM],/,/,/,
Cc1ccccc1C1CCCN(Cc2nc(C3CC3)no2)C1 (stereo not drawn),i,-14%,-6.9%,-0.7%,1.8%,5%,-0.1%,5,2,-0.7%,
CCC(C)C(NC(=O)C1CCC(=O)N1C(=O)OCc1ccccc1)C(=O)NC(C(=O)N1CCCC1C(N)=O)C(C)CC (stereo not drawn),/,-5%,/,-0.1%,1.1%,7%,0.0%,/,/,/,
Cc1cc(Cl)cc2sc(NC(=O)C3CC3)nc12,/,1%,/,-0.1%,3.5%,4%,1.8%,/,/,/,

# As a working copy, 6 of the compounds above:
SMILES,Yfh1-depleted yeast,Dengue-2 NS5 capping,XIAP antagonists,West Nile antiviral,RSV CPE inhibition,Large T inhibition,K1F lysis inhibition,WT yeast gro inh,WT yeast gro inh mutant strain,CSM14.1 death rescue,others
C=COCCNC(=S)Nc1cccc(Cl)c1,i,-7%,16%,-1.0%,-0.2%,5%,-0.8%,-7,-33,0.2%,
COc1cc(C(=S)N2CCCCC2)ccc1OCC(=O)Nc1ccccc1Cl,i,9%,-0.5%,0.4%,3.8%,10%,-0.7%,11,17,1.0%,
O=S(=O)(NCC1CCCO1)c1cc(Cl)ccc1Br (stereo not drawn),i,-1%,-1.6%,-0.3%,0.4%,-1%,0.1%,10,10,-0.9%,
CCCCCCn1c(O)c(/C=C2\C=NN=C2c2ccccc2)sc1=S,i,0%,-6.4%,2.1%,?,14%,2.1%[50 µM],-17,-4,i,
O=C(NCc1ccco1)c1cc(=O)c2ccccc2o1,i,0%,-9.9%,-1.0%,0.6%,7%,-1.2%,2,-19,-1.8%,
Cc1ccc(Cl)cc1NC(=O)C1C2CCC(O2)C1C(=O)O (stereo not drawn),/,0%,/,-0.5%,1.7%,9%,-0.1%,/,/,/,Dengue-2 NS5 capping pilot replicate=-1.2
